# Ecoli tolC: E. coli tolC mutant growth inhibition; E. coli BW25113 tolC mutant growth, OD615; growth inhibition, % at 10 µM (by protocol); 2.2% of 65,000 active; AID 573;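 active means growth inhibition at or above a cutoff equal to the mean over every tested compound plus 3 SD, cut at about 60% in these data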;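 further: growth measured after 20 h incubation at 37 °C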
#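 Material: E. coli BW25113 ΔtolC::kan, tolC deletion mutant strain. Measure: percent growth inhibition. Schedule: 37 °C, 20 h exposure. Doses: single-point testing at 10 µM. Signal: A615 absorbance measurement. Buffer or medium: kanamycin-containing LB broth (50 µg/mL).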
# M1 antag: antagonists of rat M1 muscarinic receptor. CHO-M1 cells, Fluo-4 calcium, ACh EC80 antagonist mode; hits give low values. B-score at 10 µM. P08482. 3.4% of 64,000 active. AID 628;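 active means calcium fluorescence response, raw or row-and-column corrected B-score, differing from the plate sample mean either way at a set confidence level, mostly lower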
# NADH enzymes: inhibition of NAD/NADH coupling enzymes, library profiling | AID 774 | coupled PK/LDH NADH assays, four targets | IC50, µM (titrated, usually from 10 µM), without a hit: top-dose inhibition | 0.02% of 65,000 active;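 active means single-dose screening hits from any of four coupled enzyme assays that gave an IC50 when retested across doses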;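 further: the DPM-DC format reads NADH fluorescence rather than 340 nm absorbance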
# SF1 activator: SF-1 (human) activation; Q13285; CHO-K1 Gal4-SF-1 LBD luciferase reporter; % increase over DMSO SF-1-specific signal; activation, % at 10 µM; 1.9% of 65,000 active; AID 522;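 active means activation above the mean activation of all tested compounds plus 3 SD, cut at about 50% in these data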
#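 Material: Transient Gal4-SF-1 LBD reporter, CHO-K1 | Input: 4,000 cells/well | Dosing: One dose, 10 µM compound, 1% DMSO | Incubation: 20 h compound treatment, 37 °C | Detection: SteadyLite luciferase luminescence | Evaluation: Percent activation relative to DMSO median and mock-transfected background | Benchmarks: DMSO-treated SF-1-transfected cells as negative, DMSO-treated mock-transfected cells lacking SF-1 as background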
# D1 allo mod: D1 dopamine receptor (human) allosteric modulation; P21728; HEK293 D1, CRE-luciferase, dopamine EC30 potentiation; actives deviate in either direction; B-score at 10 µM; 5.9% of 58,000 active; AID 641;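 active means luminescence count or its row- and column-corrected plate score outside the 99.7% band of the plate's sample wells, on either side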
# TNAP act DEA: activates human TNAP at intermediate phosphate acceptor concentration; purified TNAP, CDP-star luminescence, 100 mM DEA, 30 min; hits give high values; scale: 0 levamisole-inhibited, 1 vehicle-only enzyme; activation factor at 20 µM; 64,000 tested, under 10 active; AID 813;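 active means activation factor of at least 2 at 20 µM, relative to controls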
# M1 agonist: activates the M1 muscarinic receptor; B-score at 10 µM; CHO-M1 cells, Fluo-4 calcium fluorescence, agonist mode; hits give high values; 3% of 64,000 active;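 active means fluorescence rise, raw or as B-score row- and column-corrected plate score, outside the 99.7% band of its plate's samples, either direction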
# The depositor's hits bear a star. These rows are one share of the data; count on the stated rates, not on these rows.
# The first two entries, to show the layout:
SMILES,Ecoli tolC,M1 antag,NADH enzymes,SF1 activator,D1 allo mod,TNAP act DEA,M1 agonist
C[C@@H]1C[C@H]2[C@@H]3C[C@H](F)C4=CC(=O)C=C[C@]4(C)[C@@]3(F)[C@@H](O)C[C@]2(C)[C@@]1(O)C(=O)COC(=O)C(C)(C)C,17.2,0.0192,1.0%,22.1,-1.85,0.9,0.682
Cn1c(=O)c2c(ncn2CCO)n(C)c1=O,9.6,0.755,2.0%,-1.5,-0.199,0.9,0.161

# The listing (from the top)
SMILES,Ecoli tolC,M1 antag,NADH enzymes,SF1 activator,D1 allo mod,TNAP act DEA,M1 agonist
C[C@@H]1C[C@H]2[C@@H]3C[C@H](F)C4=CC(=O)C=C[C@]4(C)[C@@]3(F)[C@@H](O)C[C@]2(C)[C@@]1(O)C(=O)COC(=O)C(C)(C)C,17.2,0.0192,1.0%,22.1,-1.85,0.9,0.682
Cn1c(=O)c2c(ncn2CCO)n(C)c1=O,9.6,0.755,2.0%,-1.5,-0.199,0.9,0.161
CCCCOc1ccc(CC(=O)NO)cc1,-0.3,0.197,3.0%,3.5,33.4*,0.8,0.0153

# Entries listed so far printed as active in D1 allo mod.
SMILES	M1 antag	NADH enzymes	D1 allo mod	TNAP act DEA	M1 agonist
CCCCOc1ccc(CC(=O)NO)cc1	0.197	3.0%	33.4*	0.8	0.0153

# Arranged by value in M1 agonist (largest number first): 3 from the list above.
Compound | M1 agonist
C[C@@H]1C[C@H]2[C@@H]3C[C@H](F)C4=CC(=O)C=C[C@]4(C)[C@@]3(F)[C@@H](O)C[C@]2(C)[C@@]1(O)C(=O)COC(=O)C(C)(C)C | 0.682
Cn1c(=O)c2c(ncn2CCO)n(C)c1=O | 0.161
CCCCOc1ccc(CC(=O)NO)cc1 | 0.0153

# Source: PubChem BioAssay
